V-ATPase pHluor: alters yeast V-ATPase proton transport; response, % at 10 µM; S. cerevisiae, pHLuorin cytosolic pH fluorescence; actives 0.37% (n = 350,000); in the data active means response mostly above about 7.3%, no sharp cut-off; inactive means mostly below about 5.4%; further: actives read high; inactives centre near 0; some compounds called inactive have numbers as strong as hits
Keap1 Nrf2 FP: inhibitors of human Keap1-Nrf2 protein-protein interaction; Q14145; Keap1 Kelch-Nrf2 peptide fluorescence polarization, 1536-well; inhibition, % at 9.4 µM; actives 0.15% (n = 340,000); in the data active means inhibition above about 12%;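 further: human Keap1 Kelch domain with fluorescein labeled Nrf2 9mer peptide probe; 0% = neutral control wells and 100% = peptide positive control; higher means more block of Keap1 binding to Nrf2 peptide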
LANA DNA inh: blocks KSHV LANA C-terminal domain binding to DNA; MBP-C-LANA/FAM-LBS DNA binding, fluorescence polarization; inhibition, % at 9 µM; actives 0.078% (n = 340,000);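 active means highest replicate inhibition at or above 60% at 9 µM, even if other replicates fall short; inactive means all replicates below 60% inhibition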;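 further: 0% = neutral control wells and 100% = 4 µM acridine orange control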
DAGLB inh: blocks human DAGLB lipase activity | Q8NCG7 | HEK293T DAGLB membrane lysate, EnzChek fluorogenic substrate | inhibition, % at 5.17 µM | actives 0.059% (n = 340,000) | AID 504411; in the data active means inhibition above about 34%;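 further: 0% = enzyme with vehicle and 100% = wells lacking enzyme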
CAL PDZ FP-1: inhibitors of human CAL PDZ peptide binding; purified CAL PDZ, TMR-peptide fluorescence polarization, 1 h; inhibition, % at 24.9 µM; actives 0.92% (n = 300,000); Q9HD26; AID 602252;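 active means mean inhibition of at least 30% with at least half of replicates also reaching 30%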;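 further: 0% = DMSO neutral control and 100% = excess unlabeled competitor peptide PRC23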
NSD2 HMT inh: blocks human histone methyltransferase NSD2 | O96028 | NSD2 peptide methylation, AlphaScreen, 120 min | inhibition, % at 12.5 µM | actives 0.54% (n = 310,000); in the data active means inhibition above about 50%
Target sequence (O96028 whole entry, looked up): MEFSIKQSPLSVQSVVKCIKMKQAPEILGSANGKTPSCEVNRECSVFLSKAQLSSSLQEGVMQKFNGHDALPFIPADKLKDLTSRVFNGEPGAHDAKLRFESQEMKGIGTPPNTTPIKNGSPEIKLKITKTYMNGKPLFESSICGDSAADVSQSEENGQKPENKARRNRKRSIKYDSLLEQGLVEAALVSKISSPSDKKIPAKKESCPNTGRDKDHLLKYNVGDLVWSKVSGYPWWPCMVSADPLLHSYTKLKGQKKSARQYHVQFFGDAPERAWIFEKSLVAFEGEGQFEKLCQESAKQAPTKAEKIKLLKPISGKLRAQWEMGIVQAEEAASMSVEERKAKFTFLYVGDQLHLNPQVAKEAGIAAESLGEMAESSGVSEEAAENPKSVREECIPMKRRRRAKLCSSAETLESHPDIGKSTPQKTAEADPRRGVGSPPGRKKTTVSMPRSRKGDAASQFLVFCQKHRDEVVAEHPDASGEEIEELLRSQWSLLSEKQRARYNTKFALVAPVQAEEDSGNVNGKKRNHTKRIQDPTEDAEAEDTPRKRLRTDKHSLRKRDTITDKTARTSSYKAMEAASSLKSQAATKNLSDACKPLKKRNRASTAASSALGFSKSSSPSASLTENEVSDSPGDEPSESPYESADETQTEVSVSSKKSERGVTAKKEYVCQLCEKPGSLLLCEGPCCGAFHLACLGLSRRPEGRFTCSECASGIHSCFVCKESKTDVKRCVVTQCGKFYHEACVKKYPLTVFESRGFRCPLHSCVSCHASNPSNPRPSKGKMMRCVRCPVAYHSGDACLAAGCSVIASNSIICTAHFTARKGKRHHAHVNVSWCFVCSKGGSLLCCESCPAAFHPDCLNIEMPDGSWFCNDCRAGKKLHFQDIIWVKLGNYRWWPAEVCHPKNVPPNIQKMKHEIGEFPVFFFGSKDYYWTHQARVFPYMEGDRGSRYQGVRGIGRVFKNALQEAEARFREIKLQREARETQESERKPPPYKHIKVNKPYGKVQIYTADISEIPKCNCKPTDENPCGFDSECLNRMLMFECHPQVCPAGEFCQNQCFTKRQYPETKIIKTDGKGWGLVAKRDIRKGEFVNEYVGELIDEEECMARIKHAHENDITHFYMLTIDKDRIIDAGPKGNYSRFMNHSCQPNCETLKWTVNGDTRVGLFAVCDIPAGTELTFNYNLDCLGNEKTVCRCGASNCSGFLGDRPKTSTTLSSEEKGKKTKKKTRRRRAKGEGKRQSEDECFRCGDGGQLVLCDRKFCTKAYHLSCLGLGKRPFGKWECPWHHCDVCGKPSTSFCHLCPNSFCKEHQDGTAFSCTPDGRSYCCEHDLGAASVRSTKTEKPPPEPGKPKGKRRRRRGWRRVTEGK
Arrestin-AP2 inh: inhibitors of human beta-arrestin and AP2 interaction; FITC-arrestin peptide / GST-AP2 beads, flow cytometry; AP2 beta2 appendage carries R879A mutation; inhibition, % at 10 µM; actives 0.31% (n = 340,000);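 active means inhibition above a set limit, near 3 SD of compounds lacking own fluorescence, cut at about 54% in these data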;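 further: plate controls were DMSO wells for no effect and 5 µM unlabelled arrestin peptide for full effect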
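System: GST-AP2 R879A glutathione beads; medium: PBS, Tween 20 0.05%, BSA 0.1%; reagent: fluorescein-tagged arrestin peptide at 50 nM final; schedule: pre-incubation 12 min, peptide binding 1 h, room temperature; detection: flow cytometry, FL1 (488/535 nm); read-out: inhibition as reduced fluorescein signal on beads, percent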
Pemphigus Ab inh: human desmoglein-3 autoantibody binding inhibition; DSG3-coupled beads, scFv-anti-DSG3-GFP binding, flow cytometry; hits give low values; binding (percent of control), % at 10 µM; actives 0.48% (n = 310,000); AID 588358;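 active means binding more than 3 SD below its plate's average and above zero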;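 further: hits lower antibody fragment binding to DSG3; some compounds called inactive have numbers as strong as hits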
Cardiac RTF inh: cardiac RTF calcium desensitization. IANBD-labeled cardiac RTF, Ca2+ fluorescence. actives 0.12% (n = 340,000). inhibition, % at 7.15 µM;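 active means inhibition above the mean inhibition of all tested compounds plus 3 SD, cut at about 17% in these data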;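 further: assay run at fixed EC70 calcium of 1.6 mM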
CAL PDZ FP-2: inhibitors of human CAL PDZ peptide binding; Q9HD26; actives 0.02% (n = 330,000); AID 504414; purified CAL PDZ, TMR-peptide fluorescence polarization, 1 h; inhibition, % at 20 µM;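 active means highest replicate inhibition of at least 40%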;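 further: plate controls were DMSO neutral control wells for no effect and unlabeled competitor peptide control wells for full effect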
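Control set: unlabelled peptide and DMSO controls / Material: purified CerCALP PDZ construct / Timing: 1 h incubation at room temperature before polarization reading / Doses: 20 µM, one dose / Detection: fluorescence polarization (mP)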
* hit, by the source's call; . = not tested or not shown. Only part of the results is shown (hit frequency here may not be typical).

SMILES	V-ATPase pHluor	Keap1 Nrf2 FP	LANA DNA inh	DAGLB inh	CAL PDZ FP-1	NSD2 HMT inh	Arrestin-AP2 inh	Pemphigus Ab inh	Cardiac RTF inh	CAL PDZ FP-2
COCCN1CCn2c(nc3cc(Nc4nnc(C)c5ccccc45)ccc32)C1	-2	-5	-4.0	0	-2	6	6	112	0	-0.2
CCOc1ccc(OCCn2c(=S)[nH]c3ccccc32)cc1	1	-4	-0.5	-2	-4	1	8	117	10	0.7
CCC(C)c1ccccc1NC(=O)COC(=O)c1ccc2c(c1)S(=O)(=O)c1ccccc1C2=O (configuration not stated)	-2	1	-0.4	0	0	2	9	95	-44	0.0
S=C(c1ccc(-c2ccccc2Cl)o1)N1CCOCC1	-2	2	-1.2	-1	0	5	8	99	-4	-2.2
CCOC(=O)c1c(-c2ccccc2)csc1NC(=O)/C(C#N)=C/c1ccc(OC)c(OC)c1	0	1	-2.4	0	0	-1	.	103	9	-1.8
CCNC(=O)C1CCCN1S(=O)(=O)c1ccc(OC)cc1 (configuration not stated)	4	7	0.1	-1	4	-5	1	98	-6	-0.9
Cc1ccc(-c2nn(-c3cccc(F)c3)cc2CNCCc2ccncc2)o1	-86	-9	-1.1	0	7	.	-3	117	-9	-0.6
CCOC(=O)C(C)Oc1cccc2c(=O)n(CC(=O)NCCc3ccc(OC)c(OC)c3)ccc12 (configuration not stated)	0	0	-0.9	2	.	.	3	108	-5	-0.6
COc1ccc(-c2[nH]ncc2/C=N\NS(=O)(=O)c2ccccc2)cc1OC	2	3	-0.1	1	.	-1	11	102	-3	-1.2
NC(=O)c1ccc(NC(=O)Cc2cccs2)cc1	1	-7	4.1	1	-5	3	4	112	-8	-2.1
CN1CCc2c(C#N)c(N3CCCCC3)nc(NCc3ccccc3)c2C1	1	-2	-0.5	0	-2	.	7	108	2	-2.6
COc1ccc2nc(SCC(=O)Nc3ccc4[nH]c(=O)[nH]c4c3)[nH]c2c1	1	-4	1.1	-2	-1	9	1	.	-6	1.0
Cc1[nH]c2ccccc2c1C(=O)CN1CCC(C)CC1	4	1	-0.9	-3	.	2	8	95	-1	-0.5
O=C(Cc1csc(N2CCOCC2)n1)N/N=C/c1ccc(F)cc1	0	-1	-1.0	0	.	0	-1	105	-2	-0.8
OC(Cn1cncn1)c1ccc(Cl)cc1Cl (configuration not stated)	2	2	4.3	-1	.	0	4	.	-3	0.8
CC(=O)c1c(C)[nH]c(C(=O)OCC(=O)NCc2cccs2)c1C	3	0	0.8	0	.	-2	-9	104	6	-2.5
Cc1ccccc1C1C(C#N)=C2N=C(N)c3ccccc3N2C2=C1C(=O)CCC2 (configuration not stated)	-1	4	-0.3	1	-4	-1	-5	102	-2	-1.2
O=C(OCC(=O)N1CCc2ccccc21)c1ccc[n+]([O-])c1	1	-2	-0.4	-1	0	3	0	96	-16	-3.2
CC(Cc1cccnc1)NC(=O)c1cc(COc2ccc(F)cc2F)on1 (configuration not stated)	1	-4	-0.7	0	-2	1	1	.	-3	-3.2
CCCCCCCCOC(=O)C1=C(C)Nc2nnnn2C1c1cccs1 (configuration not stated)	-1	-1	0.2	-1	-1	-1	21	.	5	-1.1
O=C(O)c1cccnc1SC1CC(=O)N(CCc2ccccc2)C1=O (configuration not stated)	0	1	0.4	-3	-3	-3	1	102	0	-0.1
O=C(c1ccc(S(=O)(=O)Nc2ccccc2)cc1)N1CCCC(C(F)(F)F)C1 (configuration not stated)	4	3	0.9	-1	.	1	0	.	1	-0.5
COc1ccc(C2(C)NC(=O)N(CC(=O)NC3CCCC3)C2=O)cc1OC (configuration not stated)	0	-1	-7.8	1	0	-3	47	.	-6	0.0
Cc1ccc(C(C(=O)NC(C)(C)C)N(Cc2cccs2)C(=O)c2ccc3c(c2)OCCO3)cc1 (configuration not stated)	2	-2	0.2	-1	-3	-2	-2	90	0	-3.2
O=C(O)C1C2C=CC(C3CC23)C1C(=O)NCCc1ccccc1 (configuration not stated)	3	-3	1.1	-3	-1	-2	4	111	-14	0.0

The closing six compounds of the part before come first, to join the parts:
SMILES	V-ATPase pHluor	Keap1 Nrf2 FP	LANA DNA inh	DAGLB inh	CAL PDZ FP-1	NSD2 HMT inh	Arrestin-AP2 inh	Pemphigus Ab inh	Cardiac RTF inh	CAL PDZ FP-2
CCCCCCCCOC(=O)C1=C(C)Nc2nnnn2C1c1cccs1 (configuration not stated)	-1	-1	0.2	-1	-1	-1	21	.	5	-1.1
O=C(O)c1cccnc1SC1CC(=O)N(CCc2ccccc2)C1=O (configuration not stated)	0	1	0.4	-3	-3	-3	1	102	0	-0.1
O=C(c1ccc(S(=O)(=O)Nc2ccccc2)cc1)N1CCCC(C(F)(F)F)C1 (configuration not stated)	4	3	0.9	-1	.	1	0	.	1	-0.5
COc1ccc(C2(C)NC(=O)N(CC(=O)NC3CCCC3)C2=O)cc1OC (configuration not stated)	0	-1	-7.8	1	0	-3	47	.	-6	0.0
Cc1ccc(C(C(=O)NC(C)(C)C)N(Cc2cccs2)C(=O)c2ccc3c(c2)OCCO3)cc1 (configuration not stated)	2	-2	0.2	-1	-3	-2	-2	90	0	-3.2
O=C(O)C1C2C=CC(C3CC23)C1C(=O)NCCc1ccccc1 (configuration not stated)	3	-3	1.1	-3	-1	-2	4	111	-14	0.0
Cc1oc2cc(O)cc(O)c2c(=O)c1-c1ccc2c(c1)OCCCO2	-3	2	-0.3	2	-3	2	6	106	-9	-2.0
Cc1nnc(SCC(=O)NCc2ccccc2Cl)[nH]c1=O	-1	-2	-2.3	-1	-7	-4	-3	100	-3	-1.9
O=C(N/N=C\c1cccc([N+](=O)[O-])c1O)C1COc2ccccc2O1 (configuration not stated)	4	-2	-0.8	9	-3	2	36	31*	3	-0.3
Cc1cc(S(=O)(=O)N2CCOCC2)ccc1OCC(=O)Nc1ccc(F)cc1	7	1	-0.1	0	-3	2	2	100	2	-1.3
Cc1ccc(S(=O)(=O)NCN2C(=O)c3ccccc3C2=O)cc1	-1	.	.	-3	.	-1	.	108	.	.
C=CCOc1ccc(C=Nc2ccc(OC)cc2)c(O)c1	4	-1	0.3	2	1	-2	5	102	-4	-0.2
COCCNC(=O)C1CCN(C(=O)c2cc3sccc3n2Cc2ccc(F)cc2)CC1	-3	-2	0.8	0	4	0	3	106	-6	-0.3
N#CC12CCCCC1CC1CCCCC1(C#N)N2N (configuration not stated)	3	-1	5.2	7	.	-6	-12	109	-2	-0.1
Cc1cc(NCc2ccccc2)nc(N2CCOCC2)n1	-3	-1	0.4	-2	-6	-2	15	107	-10	-1.2
Cc1cc(C)c(OCCCCN(C)C)c(Br)c1	1	0	-0.6	0	0	1	27	118	-6	-2.0
CCN(C(=O)COC(=O)CCC(=O)c1ccc(Cl)cc1)c1c(N)n(Cc2ccccc2)c(=O)[nH]c1=O	-3	-3	-1.1	1	-4	2	-7	102	-5	0.0
CCCCCCc1ccc(OCC(=O)O)cc1OCC(=O)O	1	-2	2.9	3	-3	-2	6	104	-4	-1.7
COCCn1c(SCC(=O)NCc2ccco2)nc2cccnc21	2	-4	2.4	0	2	.	9	.	-2	-0.9
COc1ccc(CCC(=O)Nc2nnc(C)s2)cc1	0	.	.	.	.	-1	-1	105	.	.
Cc1ccc(CNc2nc3ccc(C)cc3n3cnnc23)cc1	10	2	-0.2	-1	1	.	3	100	-7	1.0
CCn1c(C)cs/c1=N\S(=O)(=O)c1ccccc1	1	-1	0.2	0	-2	.	-8	104	3	-0.3
Cc1ccc(SCc2cc(=O)[nH]c(N3CCN(Cc4ccc5c(c4)OCO5)CC3)n2)cc1	-2	0	-2.4	-2	-2	4	12	102	-9	-0.2
CC(C)(C)C1CCc2c(sc(NC(=O)c3ccco3)c2C(N)=O)C1 (configuration not stated)	5	5	-1.5	1	-2	-3	1	.	-1	-0.7
Cc1ccc(N2C(=O)[C@@H]3C(c4cccnc4)=NO[C@@H]3C2=O)c(C)c1	-5	4	-1.0	0	-2	-2	7	113	-3	-0.2
CC(=O)Nc1ccc(NC(=O)c2ccc(COc3ccccc3)cc2)cc1	2	3	1.2	7	-3	-2	37	119	2	-0.5
CC(C)OC(=O)c1ccc(NCc2cc(O)ccc2O)cc1Cl	-100	-5	-1.0	1	0	.	-243	180	-3	-1.7
Cc1cc(NC(=O)COC(=O)CCn2c(C)csc2=O)c([N+](=O)[O-])cc1C	1	.	.	-9	.	1	.	97	.	.
CC(C)(CC1(C)NC(=O)NC1=O)OCc1ccccc1 (configuration not stated)	-5	-1	3.7	0	-2	-1	-20	112	0	0.0
CCSc1nc2ccc(OC)cc2cc1C#N	-2	-1	-0.2	-13	7	-3	23	94	-8	-2.3
Cc1cc(S(=O)(=O)NCCN2CCOCC2)c(C)s1	-1	-2	0.2	1	-1	-2	-12	96	-5	0.7

Additional entries
SMILES	V-ATPase pHluor	Keap1 Nrf2 FP	LANA DNA inh	DAGLB inh	CAL PDZ FP-1	NSD2 HMT inh	Arrestin-AP2 inh	Pemphigus Ab inh	Cardiac RTF inh	CAL PDZ FP-2
O=C(COC(=O)c1ccccc1SCC(=O)N1CCCC1)NC1CCCCC1	-1	-6	-1.9	2	0	4	0	111	-6	0.4
CCSc1nnc(NC(=O)C(C)(C)C)s1	-1	2	-0.5	-2	-2	-2	6	.	-1	-1.1
CC(OC(=O)c1cccs1)C(=O)NCc1ccco1 (configuration not stated)	2	1	-0.6	0	0	.	9	99	-1	0.5
O=C(c1cc(C2CC2)on1)N1CCN(c2ccc(F)cc2)CC1	-3	-3	-0.2	-16	5	.	-23	105	-8	0.3
O=C(OCc1c(F)cccc1Cl)c1cnc2ccccc2n1	-4	3	0.8	-3	-7	0	22	97	-2	-0.9
COc1ccc(N2CCN(C(=O)COC(=O)CNC(=O)c3ccc(Cl)cc3Cl)CC2)cc1	6	-3	-1.2	3	.	3	-2	105	-4	-0.7
COc1ccc(-c2cc3c(=O)n(CC(=O)Nc4ccc(Cl)cc4)ncn3n2)cc1	3	0	-0.4	-3	-1	32	-3	70	1	-1.3
O=c1cc(CO)oc(C(Nc2ccccn2)c2ccccc2Cl)c1O (configuration not stated)	-1	-24	-1.5	4	.	-3	6	101	3	0.5
Cc1cccc(-c2nc3c(s2)CCc2onc(-c4ccc(Br)cc4)c2-3)c1	-1	0	2.5	-4	-2	.	-4	105	0	0.1
CS(=O)(=O)N(CC(=O)N1CCCCCC1)c1cccc(Br)c1	3	1	0.1	0	-1	-7	-1	102	9	-2.1
O=C(C1CC=CCC1)N1CCCCCC1 (configuration not stated)	0	.	.	-1	.	-1	.	100	.	.
O=C1c2cccc3cccc(c23)C(=O)N1Cc1ccccn1	2	.	.	1	.	0	.	104	.	.
CCN(C[C@H]1N[C@@](CC)(C(=O)OC)[C@H]2C(=O)N(Cc3ccccc3)C(=O)[C@@H]12)C(=O)c1ccc(F)cc1	-1	0	-0.3	0	-7	.	-2	101	-2	-0.7
N#CCSc1nc2scc(-c3cccs3)c2c(=O)n1CCc1ccccc1	-4	2	1.1	-4	-1	.	17	96	8	0.2
CCOC(=O)c1cc2c(=O)n3cccc(C)c3nc2n(CCCOC)c1=NC(=O)c1cccnc1	0	5	0.9	1	0	0	-5	102	-17	-3.0
